# GAA glycogen mod: alters human alpha-glucosidase cleavage of glycogen; recombinant GAA, glycogen substrate, Amplex Red glucose oxidase fluorescence; Potency, µM (titrated, usually from 76.4 µM), inactives show at the highest dose activity change, negative = inhibition, most hits filed as inhibitors; P10253; 0.38% of 300,000 active; active = well fitted inhibition curve with a large enough effect; inconclusive = small, poorly fitted or top-dose-only effect, or another doubt; inactive = no such curve, though single readings can be large or run the other way;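 also: 0% = full enzyme reaction and -100% = no-enzyme basal signal; the screen sought inhibitors and activators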
#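 Recombinant human alpha-glucosidase (4 nM final) hydrolysed bovine liver glycogen (30 ug) for 40 min at 37 C in pH 5.0 citrate/phosphate with 0.01% Tween-20. Released glucose detected by glucose oxidase/Amplex Red, Ex 573/Em 610 nm. Compounds up to 77 uM; AC50 from Hill fits.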
# Starred values were filed as active, the others as inactive; ? = inconclusive; [ ] = remark or other dose. Potency is read from the fitted curve at half-maximal effect. This is a subset; the hit share may differ from the screen's.
SMILES | GAA glycogen mod
COc1ccc(/C=C/C(=O)Nc2ccc(S(=O)(=O)Nc3onc(C)c3C)cc2)cc1OC | -3%[76.3 µM]
COc1ccccc1CNC(=O)N1CCN(c2ccccc2)CC1 | 2%
CCCOc1cccc(C(=O)NCCCNC(=O)c2cccnc2)c1 | 2%[76.3 µM]
CC(C)OCCCNc1ccc(N2C(=O)CCCC2=O)cc1[N+](=O)[O-] | -5%
Oc1ccc(Nc2ncnc3c2oc2ccccc23)cc1 | ?
O=C(c1ccc(OC2CCN(Cc3ccccc3C(F)(F)F)CC2)cc1)N1CCCCC1 | -11%[76.3 µM]
CCOc1ccc(C(=O)O/N=C(\N)c2ccccn2)cc1OCC | -10%[76.3 µM]
COc1ccccc1C(=O)Nc1ccc(NC(=O)C2CCCCC2)nc1 | 4%[76.3 µM]
O=C1N(CN2CCOCC2)c2ccccc2C12OCC(CCl)O2 (centres undefined) | -3%
COc1ccc(-n2nc(C(=O)NCC(=O)N(C)Cc3ccccc3)c3ccccc3c2=O)cc1 | -6%
O=C(O)CC/C(=N\Nc1ccccc1[N+](=O)[O-])c1cccs1 | ?
Cc1cc(Br)ccc1NC(=O)C1CCN(S(=O)(=O)c2cnc[nH]2)CC1 | 2%[76.3 µM]
CCn1c(C(=O)NC2CCC(C)CC2)cc2sccc21 (centres undefined) | -3%[76.3 µM]
O=C(NCc1cccnc1)c1ccc(NS(=O)(=O)c2ccc(F)cc2)cc1 | -3%[76.3 µM]
CCOc1ccc(N(CC(=O)NCCSc2ccccn2)S(=O)(=O)c2ccc(Cl)cc2)cc1 | 7%
COc1cc(Cl)ccc1OCc1cc(C(=O)NCCCN2CCCC2=O)no1 | 0%[76.3 µM]
COc1c(C)cccc1C(=O)Nc1ccc(OCC(=O)N2CCOCC2)cc1C | -4%[76.3 µM]
CC1=Nc2cc(C(=O)N3CCCC3)ccc2Sc2c(C)ccc(C)c21 | -13%[76.3 µM]
Cc1cc(=O)n2nc(N3CCCC(C(=O)NCc4ccc(F)cc4)C3)sc2n1 (centres undefined) | -3%[76.3 µM]
N#Cc1cccc(S(=O)(=O)N2CCN(c3ccnc4cc(Cl)ccc34)CC2)c1 | -5%[76.3 µM]
CCOC(=O)C1(Cc2ccccc2)CCCN(C(=O)c2ccc(-n3ccnc3)cc2)C1 (centres undefined) | -11%[76.3 µM]
CCN(CC(=O)NCc1ccc(F)cc1)C(=O)Cc1ccc(OC)cc1 | -24%[76.3 µM]
CN1C(=O)Cc2cc(S(=O)(=O)Nc3ccc(Cl)cc3)ccc21 | -10%[76.3 µM]
O=C(Nc1cccc(C(=O)O)c1)/C(=C\c1ccccc1Cl)NC(=O)c1ccco1 | -7%[76.3 µM]

# Rewritten as labelled records: entries from further up
> CCN(CC(=O)NCc1ccc(F)cc1)C(=O)Cc1ccc(OC)cc1
  GAA glycogen mod = -24%[76.3 µM]
> COc1cc(Cl)ccc1OCc1cc(C(=O)NCCCN2CCCC2=O)no1
  GAA glycogen mod = 0%[76.3 µM]
> O=C(Nc1cccc(C(=O)O)c1)/C(=C\c1ccccc1Cl)NC(=O)c1ccco1
  GAA glycogen mod = -7%[76.3 µM]

# Further compounds:
SMILES | GAA glycogen mod
CC(=O)c1ccc(NC(=O)c2ccc(-n3cncn3)c([N+](=O)[O-])c2)cc1 | -2%[76.3 µM]
CC1=C(C(N)=O)C(c2ccc(Br)cc2)n2ncnc2N1 (centres undefined) | -11%
NS(=O)(=O)c1ccc(CCNC(=O)CN2C(=O)COc3ccc(S(=O)(=O)N4CCCC4)cc32)cc1 | 0%[76.3 µM]
Cc1coc2cc3oc(=O)c(CC(=O)N(C)CC(=O)O)c(C)c3cc12 | 1%
CC(C)(C)c1ccc(C(CC(=O)O)NC(=O)C23CC4CC(CC(C4)C2)C3)cc1 (centres undefined) | -4%
COc1ccc(-n2nc(C(=O)NCC(=O)NCCc3ccc(OC)c(OC)c3)c3ccccc3c2=O)cc1 | 7%
Cc1ccc(NC(=O)C2CCN(S(=O)(=O)c3cccc4nonc34)CC2)cc1 | 8%
Cc1cc(C)n(CC(=O)N2CCCC(N3CCN(Cc4ccc5c(c4)OCO5)CC3)C2)n1 (centres undefined) | -6%[76.3 µM]
CCCCC(CC)C(=O)Nc1cc(=O)[nH]c2nc3ccccc3n12 (centres undefined) | -8%
NC(=O)COc1ccc2oc(=O)cc(-c3cc4ccccc4o3)c2c1 | -1%[76.3 µM]
Cc1c(CC(=O)O)c(=O)oc2c(C)c(OCc3ccccc3Br)ccc12 | -9%
CCOc1ccc(-c2c(C(=O)N/N=C/c3cccc(Br)c3)nnn2-c2nonc2N)cc1 | -6%[76.3 µM]
O=C(C(=O)N1CCCCC1)c1c(-c2ccccc2)[nH]c2ccccc12 | -8%
O=C(Nc1ccc(N2CCN(Cc3ccccc3)CC2)cc1)c1ccco1 | -3%[76.3 µM]
COc1ccc(CNC(=O)Cc2cccs2)cc1 | -3%[76.3 µM]
Nc1c(Br)c(=O)[nH]c(=O)n1-c1ccccc1 | 2%
COc1ccc(Cl)cc1NC(=O)CN(C)S(=O)(=O)c1cccs1 | 0%
COc1cc(NS(=O)(=O)c2ccc(NC(=S)NC(=O)c3ccc(Br)cc3)cc2)ncn1 | -13%[76.3 µM]
COc1ccc(CNC(=O)c2cc(=O)c3cc(C)c(C)cc3o2)cc1 | 11%
COC(=O)c1ccccc1NC(=O)CN1CCN(Cc2ccccc2)CC1 | 2%
CC(C)(C)c1ccc(NC(=O)CCNC(=O)c2ccco2)cc1 | -8%
O=C1CSC(c2cccc(F)c2)N1c1c(F)cccc1F (centres undefined) | 2%
COC(=O)CN1C(=O)COc2ccc(S(=O)(=O)N3CCCCCC3)cc21 | -1%[76.3 µM]
COc1cc(/C=C2\CCCc3c2nc2ccccc2c3C(=O)O)cc([N+](=O)[O-])c1O | 2%

# Structures listed so far containing a tert-butyl group:
SMILES | GAA glycogen mod
CC(C)(C)c1ccc(C(CC(=O)O)NC(=O)C23CC4CC(CC(C4)C2)C3)cc1 (centres undefined) | -4%
CC(C)(C)c1ccc(NC(=O)CCNC(=O)c2ccco2)cc1 | -8%

# New compounds follow
SMILES | GAA glycogen mod
O=C(/C=C/c1cccs1)Nc1sc2c(c1C(=O)O)CCCC2 | 3%[76.3 µM]
Cc1ccc2c(c1)N(Cc1cccc(C#N)c1)C=NS2(=O)=O | 1%
CCc1ccc(N(CC(=O)NC(C)(C)C)C(=O)CNC(=O)c2cccs2)cc1 | 4%
CCOc1ccc(NS(=O)(=O)c2ccc(OCC(=O)NCc3ccncc3)cc2)cc1 | 0%[76.3 µM]
Cc1nc(N2CCN(C(=O)c3cccs3)CC2)c2c3c(sc2n1)CCCC3 | -7%
CC(=O)c1ccc(NC(=O)C2CCN(S(=O)(=O)c3cccc4nonc34)CC2)cc1 | -4%
CCC1CCCCN1CCCNC(=O)C1CCN(c2ncnc3c2nc2n3CCCCC2)CC1 (centres undefined) | -1%[76.3 µM]
CCc1ccc(NC(=O)CCS(=O)(=O)c2ccc(Cl)cc2)cc1 | 0%
Cc1cc(NC(=O)c2cccnc2)ccc1NC(=O)c1cc2ccccc2o1 | -3%[76.3 µM]
CC(=C\c1ccccc1)/C=C1/SC(=S)N(CCC(=O)O)C1=O | -4%
CCOC(=O)COn1c(=O)c(-c2ccc(F)cc2)[n+]([O-])c2ccccc21 | 5%
CC(C)n1c(/C=C/[C@@H](O)C[C@@H](O)CC(=O)O)c(-c2ccc(F)cc2)c2ccccc21 | 17%[76.3 µM]

# A different layout for part of the listing above.
> N#Cc1cccc(S(=O)(=O)N2CCN(c3ccnc4cc(Cl)ccc34)CC2)c1
- GAA glycogen mod: -5%[76.3 µM]
> CCOC(=O)C1(Cc2ccccc2)CCCN(C(=O)c2ccc(-n3ccnc3)cc2)C1 (centres undefined)
- GAA glycogen mod: -11%[76.3 µM]

# (cont.)
SMILES | GAA glycogen mod
Cc1cccc(N2CCN(C(=O)c3cc(S(=O)(=O)N4CCOCC4)cn3C)CC2C)c1 (centres undefined) | -9%[76.3 µM]
CC1CCc2sc3c(c2C1)c(=O)n(CC(=O)O)c(=O)n3Cc1ccc(Cl)cc1 (centres undefined) | -3%
Oc1c(Cl)cc(CN2CCCCC2)c2cccnc12 | -5%
O=C(NC1CCCCC1)C(c1ccc(O)cc1)N(C(=O)c1cnccn1)c1cccc(F)c1 (centres undefined) | 0%[76.3 µM]
NC(=O)Cn1ccc(O)c(Cc2ccc(Cl)cc2Cl)c1=O | -1%
C=CCn1c(SC(F)F)nc2scc(-c3ccco3)c2c1=O | 2%
COc1cccc(C(C(=O)NC2CCCCC2)N(C(=O)c2ccco2)c2ccccc2OC)c1 (centres undefined) | 2%
O=S(=O)(c1cccs1)N1CCN(c2ccccc2)CC1 | -7%[76.3 µM]
O=C(NCc1ccccc1)C(c1ccncc1)N(C(=O)c1ccccn1)c1ccccc1 (centres undefined) | 11µM*
CCCc1nnc(SCC(=O)Nc2ccc(OC)cc2)o1 | 0%[76.3 µM]
CC(=O)Nc1cccc(NC(=O)CSc2nccn2Cc2ccc(F)cc2)c1 | -13%[76.3 µM]
Cc1ccc(NC(=O)[C@@]2(CC(=O)O)CC(/C=C/c3ccccc3)=NO2)c(C)c1 | 4%
Cc1ccc(OCCC(=O)Nc2ccccc2C(=O)NC2CC2)cc1 | 0%[76.3 µM]
Cc1cc(-n2c(SCC(=O)Nc3ccc(F)c(F)c3)nc3n[nH]c(C)c3c2=N)ccc1Cl | -1%[76.3 µM]
O=C(NC1CC2CCCC(C1)N2C(=S)Nc1ccccc1)C1CC1 (centres undefined) | -9%[76.3 µM]
CC(C)(C)c1csc(NC(=O)CSC2=NCCS2)n1 | 6%
O=C(NN=C1CCCCC1)c1ccccc1-n1cccc1 | 0%[76.3 µM]
Cc1onc(C(=O)NCCc2ccccc2)c1[N+](=O)[O-] | -2%
CCn1cnc2c1c(=O)[nH]c(=O)n2Cc1ccccc1 | 5%
COc1ccc(CCN2C(=O)CSC2=S)cc1OC | -23%
COc1cccc(CNC(=O)CCCc2cn(C)c3ccccc23)c1 | 3%
CN(CC(=O)NCC1CCCCC1)S(=O)(=O)c1ccc(F)cc1 | -4%
O=C1CSC(c2ccc(F)cc2)N1c1ccccc1F (centres undefined) | -7%
CN1CCN(CCCNC(=O)c2ccc3c(Cl)c4c(nc3c2)CCCC4)CC1 | 0%[76.3 µM]
Cn1c(CN(O)S(=O)(=O)c2ccc(Cl)cc2)nnc1C(F)(F)F | 7%[76.3 µM]
Cc1cc(C(=O)Nc2cccc(C)c2C)n(-c2ccccc2)n1 | 3%
Cc1cc(OC(C)C(=O)NC(Cc2c[nH]c3ccc(O)cc23)C(=O)O)c2c(C)c(C)c(=O)oc2c1 (centres undefined) | ?
O=C(O)CCN1C(=O)/C(=C\c2cccc(OCc3ccccc3)c2)SC1=S | -8%
CCC(=O)N1c2ccc(S(=O)(=O)N3CCOCC3)cc2CC1C (centres undefined) | -4%[76.3 µM]
Cc1ccc(-c2nn(-c3ccccc3)cc2C(=O)NCCCN2CCOCC2)cc1 | -12%[76.3 µM]
COc1cccc(CNC(=O)CCNS(=O)(=O)c2cccc3nonc23)c1 | 1%
Cc1cccc(OCC(=O)NCC(=O)N/N=C/c2ccccc2)c1 | 1%
COc1cc(OC)c(OC)cc1CNC(=O)CCN1C(=O)c2cccc([N+](=O)[O-])c2C1=O | 11%[76.3 µM]
S=C(NCCCc1ccccc1)NC1CCCCC1 | -1%[76.3 µM]
COc1cc2ccccc2cc1C(=O)Nc1sc2c(c1C(N)=O)CCN(C(C)C)C2 | -6%[76.3 µM]
CCC(C)NC(=O)c1cc2c(=O)n3cccc(C)c3nc2s1 (centres undefined) | 0%
CN1C(N)=NC(=O)/C1=C\c1ccc(Br)cc1 | 2%
COc1ccc([C@]23Cc4cc(OC)c(OC)cc4C(O2)C2=C(CCCC2=O)O3)cc1 | 8%[15.3 µM]
O=C(NN1CCOCC1)c1ccc(Cl)cc1[N+](=O)[O-] | -4%[76.3 µM]
Cc1coc2c1c(C)cc1oc(=O)c(CC(=O)NCCCN3CCCC3=O)c(C)c12 | -6%[76.3 µM]
Cc1cccc2nc(CNC(=O)C3CCC(=O)N(Cc4ccccc4F)C3)cn12 (centres undefined) | 3%[76.3 µM]
COc1ccc(C(CNc2ncnc3sccc23)N(C)C)cc1OC (centres undefined) | 10%
CCc1cc(=O)oc2cc(OCC(=O)N3CCC[C@H]3C(=O)O)ccc12 | -14%[76.3 µM]
CC1CCCN(C(=O)/C(=C/c2ccco2)NC(=O)c2ccccc2)C1 (centres undefined) | 0%
CC(C)(C)c1ccc(C(=O)NC2CCN(Cc3ccccc3)CC2)cc1 | 3%
Cc1nn(-c2ccccc2)c(NC(=O)c2ccccc2)c1Br | 6%
CCC(c1nnc(SCC(=O)Nc2ccc(C(=O)N(C)C)cc2)n1Cc1ccccc1)N(C)C (centres undefined) | -10%[76.3 µM]
Cc1onc(-c2ccccc2)c1C(=O)NC(C)CCc1ccccc1 (centres undefined) | 2%[76.3 µM]
O=C(NCCCc1ccccc1)c1cncc(Br)c1 | 6%
CCOc1ccc(N(C(=O)CNC(=O)c2ccco2)C(C(=O)NCC2CCCO2)c2ccccc2)cc1 (centres undefined) | -4%
Cc1cccc(NC(=O)[C@H](Cc2c[nH]c3ccccc23)NC(=O)[C@@H]2Cc3ccccc3CN2)c1 | -14%[76.3 µM]
CN(C(=O)c1cccc(OC2CCN(S(=O)(=O)N(C)C)CC2)c1)C1CCOC1 (centres undefined) | 12%[76.3 µM]
